MsrA inhibitor = bovine MsrA enzyme inhibitors, primary screen, biochemical, absorbance, HTS. purified bovine MsrA, absorbance read-out. inhibition, % at 15.5 µM. 360,000 compounds, 0.75% hits. AID 651718, 2012; in the data active means inhibition above about 4.5%;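 further: 0% = vehicle wells with enzyme and 100% = reference inhibitor wells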
Tb MetRS inh = T. brucei MetRS inhibitors, primary screen, biochemical, luminescence; purified T. brucei MetRS, ATP depletion, Kinase-Glo luminescence; inhibition, % at 11.9 µM; 360,000 compounds, 0.4% hits; AID 624268, 2012;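 active means inhibition above a per-plate cutoff of the control wells' mean inhibition plus 3 SD, cut at about 5.5% in these data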;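 further: 0% = DMSO wells median and 100% = median of wells with control inhibitor compound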
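Material: parasite MetRS enzyme / Replication: singlicate, one well per compound / Signal: luminescence of leftover ATP / Schedule: 2 h aminoacylation at 25 °C after 15 min preincubation / Medium: HEPES-MgCl2-KCl buffer plus DTT, spermine, BSA, pyrophosphatase / Doses: 11.9 µM single point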
eLon inh = inhibitors of E. coli Lon protease, primary screen, biochemical, fluorescence polarization; inhibition, % at 7.94 µM; P0A9M0; purified E. coli Lon protease; 360,000 compounds, 0.42% hits; AID 602123, 2011; in the data active means inhibition above about 13%, passing the limit was not always enough;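 further: 0% = enzyme with probe and DMSO and 100% = no enzyme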
CSN deneddyl inh = inhibitors of CSN-mediated cullin deneddylation, primary screen, biochemical, fluorescence polarization, uHTS; COP9 signalosome complex subunit 5 (Homo sapiens), Q92905; Purified CSN, SCF-Nedd8-OG deneddylation; inhibition, % at 12.5 µM; 360,000 compounds, 0.38% hits;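 active means pattern-corrected inhibition above about 35%, with an unprinted fluorescence ratio check between 0.5 and 1.5, limit read from the data, passing the limit was not always enough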;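 further: 0% = enzyme with substrate and 100% = substrate without enzyme; some results filed as inactive read as strong as hits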
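Schedule: reaction 90 min, room temperature / Assay system: HEK293T-derived human Csn5 enzyme / Input: Csn5 at 0.24 nM final / Measure: inhibition of Csn5 cleavage, % / Control set: substrate-only high control, full reaction low control / Technique: fluorescence polarization of the substrate / Buffer or medium: Tris/NaCl/DTT buffer, pH 7.5 / Reagent: SCFSkp2-Nedd8OG substrate at 10 nM final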
Rin1 Abl inh = inhibitors of Rin1-Abl protein binding, primary screen, biochemical, TR-FRET; Tyrosine-protein kinase ABL1 (Homo sapiens) + Ras and Rab interactor 1 (Homo sapiens), …; inhibition, % at 7.35 µM; 360,000 compounds, 0.4% hits; in the data active means inhibition above about 5%, passing the limit was not always enough
MsrA act = bovine MsrA enzyme activators, primary screen, biochemical, absorbance, HTS; Methionine sulfoxide reductase A (Bos taurus); purified bovine MsrA, absorbance read-out; activation, % at 10.6 µM; 360,000 compounds, 0.3% hits; AID 602163, 2012; in the data active means activation above about 7.5%;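 further: 0% = vehicle and 100% = reference activator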
PABP1 MLLE inh = inhibitors of PABP1 MLLE–PAM2 peptide binding, primary screen, biochemical, fluorescence polarization, FITC-PAM2, GST-MLLE; Polyadenylate-binding protein 1 (Homo sapiens), P11940; inhibition, % at 20 µM; 360,000 compounds, 0.36% hits; AID 588489, 2011; in the data active means inhibition above about 35%, passing the limit was not always enough;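 further: plate controls were DMSO wells with GST-MLLE for no effect and wells lacking GST-MLLE protein for full effect; some results filed as inactive read as strong as hits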
Neddylation inh = inhibitors of cullin neddylation, primary screen, biochemical, TR-FRET, uHTS, NAE and Ubc12. calls only at 25 µM. 360,000 compounds, 0.58% hits; in the data active means inhibition above about 36%
FAS-TE inh = FAS thioesterase domain inhibitors, primary screen, biochemical, fluorescence intensity, uHTS; recombinant FAS-TE, OMFH fluorogenic substrate, fluorescence endpoint; Fatty acid synthase (Homo sapiens), P49327; AID 602261, 2012; inhibition, % at 15 µM; 360,000 compounds, 0.67% hits;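 active means compounds whose normalised, plate-corrected inhibition of enzyme fluorescence in the single-dose primary screen is 50% or more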;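 further: 0% = DMSO with enzyme and 100% = substrate without enzyme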
Starred values were filed as active, the others as inactive; i = inactive; x = no result given.

SMILES | MsrA inhibitor | Tb MetRS inh | eLon inh | CSN deneddyl inh | Rin1 Abl inh | MsrA act | PABP1 MLLE inh | Neddylation inh | FAS-TE inh
Cn1c(=O)c2c(nc(SCc3cccnc3)n2Cc2ccccc2)n(C)c1=O | -0.1 | 0.2 | -1 | 0 | 2 | -1 | -117 | i | -6
CCN(CC)S(=O)(=O)c1ccc(C(=O)OCC(=O)c2ccc3c(c2)NC(=O)CO3)cc1 | 0.4 | -0.8 | -1 | 4 | 4 | -4 | -16 | i | -6
Cc1ccc([C@H]2C[C@H](n3cc(C4CC4)nn3)[C@@H](O)CN2Cc2cccs2)cc1 | 0.3 | -1.9 | -6 | 6 | -3 | -2 | -5 | i | 6
[O-][n+]1c2ccc3nonc3c2nn1-c1ccccc1Cl | 1.4 | -1.0 | -7 | -1 | 0 | -5 | -5 | i | 5
O=C(NCN1C(=O)C2C3C=CC(C3)C2C1=O)Nc1ccccn1 (stereo not drawn) | -0.7 | -0.1 | 10 | -1 | -5 | 1 | 0 | i | -7
COc1cccc(CN2CC(C(=O)N(C)CCc3ccccc3)CCC2=O)c1 (stereo not drawn) | 0.2 | -0.2 | -5 | 7 | 0 | -1 | -4 | i | -5
O=C(CCCN1C(=O)/C(=C/c2cccs2)SC1=S)NNC(=O)c1ccccc1O | -0.4 | -0.6 | 6 | -13 | -2 | -7 | 1 | i | 7
Cn1nc(C(C)(C)C)cc1NC(=O)C1(C)CCN1C(=O)C1(c2ccccc2)CCCC1 (stereo not drawn) | 0.5 | -0.1 | 9 | 0 | 0 | 0 | 0 | i | 13
Cc1ccccc1NS(=O)(=O)c1ccc(C(=O)N2CCN(c3ccccc3O)CC2)cc1 | -1.6 | 0.0 | -4 | 5 | -1 | -3 | 0 | i | 5
[N-]=[N+]=NCC/C=C\C1NS(=O)(=O)OCC1O (stereo not drawn) | 0.5 | 0.3 | -4 | 0 | 3 | -3 | 6 | i | -5
CCOc1cc(/C=N/NC(=O)c2cccc(S(=O)(=O)N3CCOCC3)c2)ccc1OCC(=O)N(C)C | 4.2 | 0.5 | 2 | 0 | -2 | -4 | 5 | i | -8
O=C(N[C@H]1CCC(=O)N([C@H](CSc2ccc(Br)cc2)Cc2ccccc2)CC1)OCc1ccccc1 | 0.8 | -0.5 | -3 | 4 | -2 | -12 | 0 | i | 26
Nc1nncn1C(=O)CCc1ccccc1 | 0.6 | -0.4 | 4 | -2 | 0 | 0 | -4 | i | -6
O=C(Nc1ccccc1NS(=O)(=O)c1ccc(F)cc1)C1CCCC1 | 1.8 | -0.2 | -7 | 0 | 1 | -2 | 0 | i | -1
O=C(c1cn(-c2ccccc2)nc1-c1ccc(F)cc1)N1CCOCC1 | 0.8 | -0.2 | 1 | -1 | 2 | -4 | 10 | i | -5
Cc1ccc(O)c(C(=O)c2cnc3c(c2)c(C)nn3-c2ccccc2)c1 | 0.2 | 0.1 | -4 | -11 | 2 | -1 | 7 | i | 17
COc1ccc2c(c1)SCC(=O)N2C | -0.8 | 0.3 | -1 | 3 | -6 | 1 | 16 | i | -8
CC12CC3(C)CC(C)(C1)CC(C(=O)NC(=S)N1CCCC1)(C2)C3 | 0.2 | -0.4 | 8 | -3 | 1 | -3 | -79 | i | 8
COC(=O)[C@@]1(C)[C@H]2C(=O)N(Cc3ccccc3)C(=O)[C@H]2[C@H]2CN=C(SCc3ccc(Cl)cc3)N21 | 1.8 | -0.1 | -4 | 2 | -4 | -4 | -2 | i | 18
CC(C)CNC(=O)C1(C)CCCN1C(=O)CSc1ccccc1 (stereo not drawn) | -1.0 | -0.2 | -6 | -3 | -2 | 0 | 11 | i | -6

Limited to MsrA act and Rin1 Abl inh, for some of the entries so far:
SMILES	MsrA act	Rin1 Abl inh
O=C(CCCN1C(=O)/C(=C/c2cccs2)SC1=S)NNC(=O)c1ccccc1O	-7	-2
Cc1ccccc1NS(=O)(=O)c1ccc(C(=O)N2CCN(c3ccccc3O)CC2)cc1	-3	-1

(continued)
SMILES | MsrA inhibitor | Tb MetRS inh | eLon inh | CSN deneddyl inh | Rin1 Abl inh | MsrA act | PABP1 MLLE inh | Neddylation inh | FAS-TE inh
O=C(O)C1Nc2c(C(=O)N3CCOCC3)cccc2C2C=CCC12 (stereo not drawn) | x | -0.3 | 6 | 35* | 6.8* | -6 | 31 | i | -6
O=C(CN1CCCCC1)N1CCCc2c1c(=O)oc1ccc(OCc3ccccc3)cc21 | 1.8 | -0.5 | 8 | -1 | -2 | 3 | 8 | i | 15
COc1ccccc1C(=O)Nn1c(-c2cccs2)nc2ccccc2c1=O | 1.2 | -1.7 | -5 | 3 | -4 | -11 | 24 | i | 2
CCCN1CCC(=O)N(CCN=[N+]=[N-])CC1 | -0.4 | -0.6 | -3 | 1 | 2 | -5 | -1 | i | -16
COc1ccc(C2(C(=O)NCCN3CCOCC3)CCOCC2)cc1 | -0.8 | -0.8 | -4 | -1 | -1 | -9 | 0 | i | -4
COc1ccccc1Nc1nc(N)nc(CN2CCCCC2)n1 | 1.1 | -0.5 | 4 | -3 | -2 | -4 | -10 | i | 0
O=C(NC1CCCCC1)C(c1ccco1)N(C(=O)c1csnn1)C1CCCC1 (stereo not drawn) | -0.4 | -0.5 | -10 | 1 | -2 | -3 | 5 | i | -7
CSc1ccccc1NC(=O)Cn1nc([N+](=O)[O-])cc1C | -0.2 | 0.1 | 1 | 5 | 0 | -4 | -8 | i | -3
COc1ccccc1/C=C/C1NC(=O)NC(C)=C1C(=O)OC(C)C (stereo not drawn) | 1.8 | -0.4 | -2 | -10 | -1 | 0 | 4 | i | -4
O=C(COc1ccccc1[N+](=O)[O-])NCCCN1CCCC1=O | 0.0 | -0.3 | 0 | 1 | 6 | -9 | 0 | i | -2
Cc1ccc(CNC(=O)CS(=O)Cc2nc(-c3ccccc3Cl)oc2C)cc1 (stereo not drawn) | -0.4 | 0.8 | 5 | 4 | -1 | -1 | 10 | i | -2
CCNC(=O)CCn1nc(-c2ccc(C)cc2)c2ccccc2c1=O | -1.2 | -0.8 | 1 | -4 | -1 | -1 | -7 | i | 2
CCCn1c(N)c(N(CCOC)C(=O)c2cc(S(=O)(=O)N3CCCCCC3)ccc2OC)c(=O)[nH]c1=O | 0.2 | -0.7 | 3 | 5 | 2 | -8 | -9 | i | -6
CN(C)c1ccc(CC(=O)N2CCCCC2c2cc(C(=O)Nc3ccccc3)no2)cc1 (stereo not drawn) | -0.3 | -0.2 | 8 | 3 | 0 | -3 | 5 | i | 1
O=C(Cn1cnc2c(nnn2Cc2ccccc2)c1=O)Nc1ccc2c(c1)OCCO2 | -0.4 | -0.3 | -4 | -1 | 3 | 0 | -8 | i | 0
CCOC(=O)c1sc(NS(=O)(=O)c2ccc(NC(C)=O)cc2)nc1C | 1.4 | -0.8 | -1 | 0 | 0 | -10 | 14 | i | -7
CC(=O)Nc1cccc(C(=O)OCC(=O)NC(=O)NC2CCCC2)c1 | 1.1 | 0.0 | 2 | -1 | 0 | -8 | -1 | i | -8
CC1CC(CCN)(c2ccccc2)C(C)CN1C (stereo not drawn) | 1.5 | -1.0 | 8 | 3 | 2 | -11 | -10 | i | -5
COc1ccc(CCNC(=O)Cn2cc(C(F)(F)F)cc(Cl)c2=O)cc1 | -0.3 | 0.0 | 3 | 0 | 1 | -4 | 1 | i | 11
CC(C)OC(=O)CSc1nc(Cc2ccccc2)nc2ccccc12 | 0.1 | -0.7 | 7 | -8 | 0 | -4 | -5 | i | 19
COCOCCn1cc(CN2CCS(=O)(=O)N(Cc3ccc(-c4ccc(OC)cc4)cc3)C(C)C2=O)nn1 (stereo not drawn) | 1.3 | -0.2 | -6 | 3 | 0 | 4 | 0 | i | 0
C[C@]12c3[nH]c4ccccc4c3CCN1C(=O)C(CC(=O)NCCc1ccccn1)C[C@@H]2C(=O)N1CCOCC1 (stereo partly drawn) | -0.4 | 0.5 | -2 | -2 | -2 | 2 | 2 | i | -5
COc1cccc(CNC(=O)N2CCN(S(=O)(=O)c3ccc(Cl)cc3)CC2)c1 | -0.9 | -0.7 | -2 | 7 | 2 | -9 | 10 | i | 0
O=C(CCNC(=O)c1ccc(Br)o1)NC1CCCC1 | -1.1 | -0.9 | -2 | 0 | 4 | -2 | -1 | i | -3
O=C(Oc1ccc(Cl)c2cccnc12)C12CC3CC(CC(C3)C1)C2 | -1.4 | 0.0 | 8 | -3 | 1 | -3 | 3 | i | 20
COc1ccc(CNC(=O)CS(=O)Cc2nc(-c3ccc(OC)c(OC)c3)oc2C)cc1 (stereo not drawn) | -0.2 | 0.3 | 0 | 2 | 4 | -4 | 0 | i | -2
CCCC(=O)N1CCC1(C)C(=O)Nc1cc(-c2ccccc2)nn1C (stereo not drawn) | -1.1 | -0.2 | -3 | 2 | 0 | 0 | -5 | i | -4
Cc1cc(NC(=O)CN2CCCCC2)n(-c2ccccc2)n1 | -0.6 | -0.8 | 4 | -1 | 0 | -1 | -9 | i | -4
CCOC(=O)/C(=N\Nc1ccccc1[N+](=O)[O-])c1csc(Nc2ccccc2)n1 | -0.3 | -1.2 | -2 | -3 | -5 | -7 | -15 | i | 32
COC(=O)Cn1nc(-c2ccccc2)c2ccccc2c1=O | -0.3 | -1.5 | 0 | 3 | 0 | -3 | 8 | i | -5
CN1CCN(c2cccc3c2S(=O)(=O)N[C@@H](Cc2ccccc2)CO3)CC1 | -0.4 | -0.5 | -6 | -7 | x | -4 | x | i | -9
Cc1ccc(S(=O)(=O)NC(C)C(=O)NCc2ccc(Cl)cc2)cc1 (stereo not drawn) | -0.7 | -0.3 | 9 | -4 | 3 | -3 | -13 | i | -3
CN(C)CC(O)COc1cc2ccccc2cc1C(=O)N1CCCCC1 (stereo not drawn) | 0.6 | 0.1 | -6 | 1 | 2 | 4 | 2 | i | -10
CC1CCCCC1NC(=O)COc1ccc(-n2cnnn2)cc1 (stereo not drawn) | -0.4 | -1.9 | -4 | 5 | 1 | -11 | -15 | i | -4
CCOc1ccc(NC(=O)CN(C)C(=O)c2cc3c(s2)CCC(C)C3)cc1OCC (stereo not drawn) | 0.7 | -0.2 | -1 | -2 | 3 | -4 | -3 | i | 12
CNc1cc(N2CCN(S(=O)(=O)N(C)C)CC2)ccc1[N+](=O)[O-] | 2.7 | 0.6 | -3 | -4 | -8 | -1 | -8 | i | 3

Ordered by the number under MsrA act (smallest number first): 5 from the list above
Molecule	MsrA act
COc1cccc(CNC(=O)N2CCN(S(=O)(=O)c3ccc(Cl)cc3)CC2)c1	-9
CCOC(=O)/C(=N\Nc1ccccc1[N+](=O)[O-])c1csc(Nc2ccccc2)n1	-7
CCOc1ccc(NC(=O)CN(C)C(=O)c2cc3c(s2)CCC(C)C3)cc1OCC (stereo not drawn)	-4
CNc1cc(N2CCN(S(=O)(=O)N(C)C)CC2)ccc1[N+](=O)[O-]	-1
CCCC(=O)N1CCC1(C)C(=O)Nc1cc(-c2ccccc2)nn1C (stereo not drawn)	0
